Compound activity: PubChem, several laboratories
SV40 large T antigen = SV40 large T antigen inhibitors, biochemical (AID 1903). 0.39% of 310,000 active. inhibition, % at 20 µM, or IC50 in µM where a hit was titrated. SV40 large T antigen ATPase/helicase inhibition assay; higher % means a stronger effect; in the data active means a potency from the dose series; inconclusive means inhibition mostly from about 32% at the one dose, without a potency; inactive means the rest, 99 in 100 with inhibition below about 32%; further: strong numbers were not always called active
Myeloid diff 2 = myeloid differentiation induction. calls only at 10 µM. 1% of 360,000 active. ER-HoxA9 myeloid progenitors, lysozyme-GFP differentiation, flow cytometry. AID 624256;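 active means normalized GFP-positive differentiation at or above the plate's own cutoff, the solvent-only control mean plus 3 SD; inconclusive means no clear call, values can overlap the other calls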;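 further: cells exposed to compound for four days before flow analysis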
Salmonella PhoP GFP = inhibitors of PhoP regulon expression, primary screen, Salmonella Typhimurium, GFP reporter (AID 1863); 0.16% of 300,000 active; one-dose inhibition, % at 50 µM; IC50 in µM for titrated hits; S. Typhimurium PhoP-regulated promoter GFP reporter, 4 h; higher % means a stronger effect;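 active means inhibition over 29.93%, a cutoff 3 SD above the screen mean, later confirmed by dose response; inconclusive means inhibition over 29.93% but no dose response follow-up; inactive means inhibition at most 29.93% or unconfirmed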;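 further: 0% = low Mg2+ inducing control and 100% = high Mg2+ repressing control; strong numbers were not always called active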
Rac1 GTP hydrolysis = MgcRacGAP GTPase-activating activity inhibitors, confirmation, biochemical, ADP Hunter fluorescence. inhibition, % at 30 µM; hits with a dose series show IC50 in µM. 0.6% of 340,000 active. MgcRacGAP-stimulated Rac1 GTP hydrolysis, ADP Hunter fluorescence; higher % means a stronger effect; GST-tagged Rac1 F28L mutant substrate. AID 624330;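 active means first-screen hits whose inhibition reached a set limit at any dose in the follow-up dose series; inconclusive means inhibition above the set first-screen limit but never retested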;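 further: fluorescence reports GDP produced by GAP-driven GTP hydrolysis; strong numbers were not always called active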
RSV CPE inhibition = RSV antiviral activity via CPE protection, HEp-2 cells, primary 10 µM value included (AID 2391). HEp-2 cells, RSV-induced CPE inhibition; higher % means a stronger effect. CPE inhibition, % at 10 µM, or IC50 in µM where a hit was titrated. 0.13% of 310,000 active; in the data active means a potency from the dose series; inconclusive means CPE inhibition mostly from about 23% at the one dose, without a potency; inactive means the rest, 99 in 100 with CPE inhibition below about 21%; further: strong numbers were not always called active
bCat nuc transl = beta-catenin nuclear translocation modulation | HeLa beta-catenin nuclear translocation, immunofluorescence imaging | nuclear translocation activity, % at 5 µM | 0.3% of 190,000 active;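 active means nuclear translocation activity above 50% at 5 µM, with a well cell count of 50 or more; inconclusive means wells under 50 cells across six images, flagged as toxic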;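 further: per-cell ratio of nuclear to cytoplasmic median beta-catenin stain intensity; plate controls were DMSO negative control for no effect and GSK-3 inhibitor IX positive control for full effect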
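Test system: HeLa cells, endogenous beta-catenin; Compound: single 5 µM dose plus 0.02–20 µM confirmation series; Times: compound exposure 24 h at 37°C; Signal: fluorescence imaging of beta-catenin antibody stain plus DAPI; Read-out: % activation, nuclear-to-cytoplasmic median beta-catenin signal ratio per cell.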
T cell HTS = modulates CD8 T cell binding to vesicles; 2C CD8+ T cell-vesicle binding, flow cytometry; active compounds read low; calls only at 7 µM; 0.068% of 330,000 active; AID 2052;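 active means response, share of CD8 T cells binding vesicles, and their 90th percentile fluorescence all below set limits, cut at about 80% in these data, passing the limit was not always enough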
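Test system: purified 2C TCR transgenic mouse naive CD8+ T cells. Probe or stimulus: QL9-peptide-loaded Drosophila micro-vesicles bearing Ld, ICAM-1 and B7-1. Incubation: binding step 1.5 h, 37 °C, antibody labelling 20 min, ice. Measured by: flow cytometry of vesicle-bound cells.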
West Nile antiviral = inhibition of WNV-induced cytopathic effect – cell-based, CPE readout (AID 1621); West Nile virus-infected cells, CPE inhibition; higher % means a stronger effect; CPE inhibition, % at 10 µM, or IC50 in µM where a hit was titrated; 0.02% of 290,000 active; in the data active means a potency from the dose series; inconclusive means CPE inhibition mostly from about 3.7% at the one dose, without a potency; inactive means the rest, 99 in 100 with CPE inhibition below about 2.2%; further: strong numbers were not always called active
WT yeast gro inh = growth inhibition of WT yeast, mitochondrial fusion screen; inhibition, % at 10 µM; 2.1% of 190,000 active; mitochondrial fusion phenotypic screen, WT strain; in the data active means inhibition above about 58%; tested in S. cerevisiae
WT yeast gro inh mutant strain = also measured in WT yeast gro inh; calls as there; inhibition, %; mitochondrial fusion phenotypic screen, mutant strain inhibition
bCat nuc transl cell count 5 µM = second read-out of bCat nuc transl, no call of its own (marks repeat the call); cell count; measured here: cell count, cytotoxicity flag
T cell HTS vesicle-bound % = recorded beside T cell HTS, whose call it bears; double positive events, %; measured here: CD8+ vesicle-bound cell fraction;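 binding gate set so that unloaded-vesicle control wells show 10% double positive cells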
Myeloid diff 2 GFP+ MAC1+ % = further read-out of Myeloid diff 2, marked with its call; GFP+ MAC1+ double positive, %; measured here: differentiation confirmed by MAC1 staining
Numbers without * were called inactive; i = inactive; ? = inconclusive; . = no result given.

SMILES	SV40 large T antigen	Myeloid diff 2	Myeloid diff 2 GFP+ MAC1+ %	Salmonella PhoP GFP	Rac1 GTP hydrolysis	RSV CPE inhibition	bCat nuc transl	bCat nuc transl cell count 5 µM	T cell HTS	T cell HTS vesicle-bound %	West Nile antiviral	WT yeast gro inh	WT yeast gro inh mutant strain
COc1cc(C(c2c(C)[nH][nH]c2=O)c2c(C)[nH][nH]c2=O)ccc1OS(=O)(=O)c1ccc(C)cc1	24%	i	0.0	-7%	6%	0.4%	-15	1222	i	32	-0.3%	7	-55
N#Cc1c(/N=C/c2ccco2)sc2c1CCCCC2	24%	i	0.4	-19%	16%	3.8%	1.9	1103	i	11	-1.2%	8	20
CCOC(=O)c1ccc(C(=O)NNC(=O)C2C3C=CC(C3)C2C(=O)O)cc1 (centres undefined)	9%	i	0.0	-4%	2%	1.3%	.	.	i	13	-0.4%	.	.
CCN1CCN(CC(=O)c2ccc(C)cc2)CC1	8%	i	0.5	-8%	30%	0.8%	.	.	i	56	0.1%	.	.
CCCn1nnnc1SCC(=O)Nc1nnc(CC)s1	2%	i	0.6	-6%	5%	1.5%	-7.2	1044	i	45	2.0%	-17	1
Cc1ccc(Cl)cc1N1CCN(Cc2cc(=O)n3ccsc3n2)CC1	6%	i	0.7	3%	4%	1.8%	3.0	1006	i	36	-0.7%	10	-13
CCOC(=O)Cc1nnc(NC(=O)C(CC)Sc2nnc3c4ccccc4n(C)c3n2)s1 (centres undefined)	11%	i	1.8	1%	8%	2.6%	.	.	i	48	-0.2%	-17	-2
CC(=O)Nc1ccc(OCC(O)Cn2cccn2)cc1 (centres undefined)	7%	i	0.7	-19%	8%	-0.2%	.	.	i	36	-0.7%	.	.
COCC(C)OC(=O)c1c(N)n(CCCN2CCOCC2)c2nc3ccccc3nc12 (centres undefined)	13%	i	0.2	-12%	13%	-0.2%	-1.1	1357	i	17	-0.8%	.	.
CCOc1ccccc1/C=C/C(=O)NCC(=O)N1CCC(N(C)C2CCCCC2C)CC1 (centres undefined)	-5%	i	1.3	-8%	0%	-0.7%	.	.	i	4	-0.3%	.	.
Cc1csc(NC(=O)CCCc2cccs2)n1	16%	i	0.6	-3%	0%	1.7%	-0.7	1145	i	68	-0.7%	-3	-19
Oc1ccccc1-c1nc(NCc2cccnc2)c2ccccc2n1	40%	i	0.1	-4%	8%	5.8%	-1.2	1386	i	36	1.3%	.	.

The closing two records of the part above lead into the next.
SMILES	SV40 large T antigen	Myeloid diff 2	Myeloid diff 2 GFP+ MAC1+ %	Salmonella PhoP GFP	Rac1 GTP hydrolysis	RSV CPE inhibition	bCat nuc transl	bCat nuc transl cell count 5 µM	T cell HTS	T cell HTS vesicle-bound %	West Nile antiviral	WT yeast gro inh	WT yeast gro inh mutant strain
Cc1csc(NC(=O)CCCc2cccs2)n1	16%	i	0.6	-3%	0%	1.7%	-0.7	1145	i	68	-0.7%	-3	-19
Oc1ccccc1-c1nc(NCc2cccnc2)c2ccccc2n1	40%	i	0.1	-4%	8%	5.8%	-1.2	1386	i	36	1.3%	.	.
O=C(c1cccc(Cl)c1)N1CCC(=O)N(C(CO)Cc2ccccc2)CC1 (centres undefined)	3%	i	0.7	.	3%	0.5%	.	.	i	38	-0.2%	.	.
O=C(CSc1nc(=O)n(CCCN2CCOCC2)c2c1CCCC2)Nc1ccc(Cl)cc1	7%	i	0.7	5%	6%	-1.8%	.	.	i	52	.	.	.
Cc1ccc(N(CC(=O)Nc2c(C)cccc2C)S(C)(=O)=O)cc1	11%	i	0.1	-7%	4%	0.4%	.	.	i	51	-0.8%	.	.
O=[N+]([O-])c1cccc(CSC2=NCCN2S(=O)(=O)c2ccccc2)c1	6%	i	0.7	0%	6%	9.2%	.	.	i	34	-0.6%	.	.
CCCCN(C(=O)C1=COCCO1)c1c(N)n(CCCC)c(=O)[nH]c1=O	12%	i	0.8	9%	5%	-0.2%	.	.	i	10	.	.	.
CSCCC(NS(=O)(=O)c1ccccc1F)C(=O)NNC(=O)c1csc(N2CCOCC2)n1 (centres undefined)	12%	i	0.8	-9%	9%	-0.8%	.	.	i	31	.	.	.
C=CCSc1nnc(-c2ccccc2NC(=O)CC)c(=O)[nH]1	-3%	i	2.7	-9%	-2%	1.6%	1.0	1050	i	53	0.3%	14	18
O=CNC(n1cnc2c(N3CCOCC3)ncnc21)C(Cl)(Cl)Cl (centres undefined)	18%	i	0.2	-10%	8%	6.8%	1.1	1354	i	12	0.4%	.	.
CCC1Sc2ccccc2N(CC(=O)NC2CC2)C1=O (centres undefined)	10%	i	0.2	0%	0%	-0.1%	0.1	979	i	32	-0.4%	3	4
COC(=O)C(C)N(C#N)c1nc(C)nc(C)n1 (centres undefined)	1%	i	6.0	14%	-1%	-0.5%	.	.	i	26	-0.3%	-6	13
O=C(COc1cc2oc(=O)c3c(c2cc1Cl)CCC3)NCCCN1CCOCC1	5%	i	3.5	-3%	14%	-1.8%	.	.	i	53	-0.2%	.	.
O=C(COc1ccccc1)N1CCc2ccccc21	-4%	i	0.1	9%	11%	0.9%	.	.	i	51	0.9%	-8	5
CCOC(=O)c1nc(Nc2ccc(C(C)=O)cc2)c2ccccc2n1	8%	i	3.5	-10%	7%	5.3%	-1.9	1167	i	25	0.2%	5	-4
COc1ccc(NC(=O)CN(C)C(=O)CCC2CCCC2)cc1	6%	i	3.3	-4%	8%	1.1%	.	.	i	14	-0.7%	.	.
O=C(NC1CC1)C1CCN(C2CCN(C(=O)/C=C/c3cccs3)CC2)CC1	10%	i	0.4	-3%	15%	-1.0%	-1.9	994	i	29	-0.5%	2	-7
Clc1nssc1=Nc1nncs1	.	i	1.6	.	20%	-0.2%	.	.	i	35	.	.	.
CCCNC(=O)c1ccc(S(=O)(=O)c2ccc(OC)cc2)c([N+](=O)[O-])c1	11%	i	0.8	-7%	-9%	1.1%	.	.	.	.	?	.	.
Cn1c(CO)cnc1SCC(=O)c1ccc(Cl)cc1	9%	i	0.0	7%	-2%	-0.5%	0.3	1012	i	58	-0.3%	-22	6
COc1ccccc1NC(CC(=O)c1ccccc1)C(=O)OCC(=O)c1ccc(C)cc1 (centres undefined)	-1%	i	0.3	-3%	10%	0.6%	-3.0	1139	i	56	0.8%	12	1
Cc1cccc(NS(=O)(=O)c2ccc3[nH]c(=O)[nH]c3c2)c1C	4%	i	0.3	-3%	10%	3.4%	.	.	i	21	0.3%	.	.
O=C(COC(=O)C12CC3CC(CC(C3)C1)C2)Nc1ccc(OC(F)F)cc1	9%	i	1.1	-2%	0%	1.7%	-2.3	1135	i	28	-0.1%	28	26
CCOC(=O)N1CCN(C(=O)C(=O)NNC(=O)COc2ccc(Cl)cc2)CC1	7%	i	0.8	-6%	4%	1.7%	-2.8	1092	i	51	-0.2%	2	0
O=C(Cn1ncc2c1-c1ccccc1OC2)N1CCN(c2ccccn2)CC1	-2%	i	4.3	6%	5%	1.8%	-1.3	1119	i	45	0.2%	15	8
Cc1cc(Cl)cc(C)c1OCCCCCn1ccnc1	7%	i	0.3	-2%	-11%	17%	.	.	i	65	-1.2%	.	.
COC(=O)c1c(NC(=O)c2cccs2)sc2c1CCCC2	1%	i	0.2	6%	9%	20%	-0.7	869	i	31	0.5%	44	-10
COc1cccc(-c2onc3ccc(C4(C)OCCO4)cc23)c1	0%	i	0.3	5%	5%	6.6%	-2.0	1076	i	2	0.3%	5	20
CC(=O)c1ccc(N2CCN(C(=O)Nc3ccc(F)cc3)CC2)cc1	5%	i	1.1	-6%	2%	8.0%	2.6	1051	i	44	-1.1%	-1	-8
Cc1sc2nc(C3CC3)nc(NCCNS(C)(=O)=O)c2c1C	18%	i	0.1	15%	9%	0.5%	-7.2	1059	i	46	-0.1%	-12	-1
Cc1ccc(NC(=O)CCN2C(=O)NC3(CCCC3)C2=O)c(C)c1	.	i	0.1	.	6%	0.5%	.	.	i	16	.	.	.
CCOC(=O)/C(=N/Nc1ccc(Cl)cc1)Sc1nnnn1-c1ccc(C)cc1	10%	i	0.5	1%	4%	7.2%	0.6	1046	i	50	-0.1%	7	11
CC1(C)CC(=O)C(C(c2ccccc2F)C2C(=O)CC(C)(C)CC2=O)C(=O)C1	1%	.	.	1%	2%	.	.	.	i	12	0.0%	-1	6
COc1cccc(NC(=O)CN(C)C(=O)Cc2ccc(Cl)cc2Cl)c1	6%	i	0.7	-2%	0%	3.0%	.	.	i	32	-1.0%	.	.
CCN1C(=O)CSC1=Nc1ccc(Cl)c(Cl)c1	1%	.	.	4%	7%	19%	.	.	i	68	-0.8%	.	.
COCCNC(=O)C(=O)NCC1OCCN1S(=O)(=O)c1cccs1 (centres undefined)	5%	i	0.4	-6%	7%	0.1%	0.1	1301	i	45	0.3%	.	.
COC(=O)C(/C=N/OCc1ccc([N+](=O)[O-])cc1)NC(=O)c1ccccc1 (centres undefined)	-2%	i	0.8	19%	9%	-1.2%	-3.7	1161	i	59	0.0%	2	2
NNC(=O)Cn1c(-c2ccccc2)cc2ccccc21	4%	i	0.3	-5%	10%	2.2%	.	.	i	53	0.4%	.	.
COc1ccc(CNC(=O)C2(CC3CC(c4ccccc4)=NO3)CCN(C(=O)OC(C)(C)C)CC2)cc1 (centres undefined)	5%	i	1.9	0%	7%	3.2%	.	.	i	21	0.5%	.	.
CC(C)c1nc(-c2ccc([N+](=O)[O-])cc2)cs1	17%	i	0.2	1%	11%	4.3%	-0.7	1009	i	50	-0.9%	3	6
CC(C)Cc1nnc(NC(=O)CCc2ccccc2)s1	2%	i	0.8	-1%	11%	8.3%	.	.	i	24	-0.8%	.	.
Cc1cc(NC(=O)CN2CCN(c3ncccn3)CC2)no1	10%	i	1.5	2%	13%	1.9%	-7.9	941	i	21	-0.2%	9	2
CN1C(=O)/C(=C\c2ccc(OC(=O)c3ccco3)cc2)SC1=S	1%	i	1.1	4%	14%	1.1%	.	.	i	18	-1.1%	.	.
O=C(NCCO)c1cc2c([nH]c3ccccc32)c(-c2ccccc2)n1	9%	i	0.2	0%	7%	-0.2%	.	.	i	22	0.4%	.	.
CO/N=C1\CCCc2c(C(=O)NN)sc(SC)c21	13%	.	.	-4%	.	.	-0.3	1286	i	45	0.1%	.	.
